KDM5B inh = blocks human KDM5B histone demethylase activity; KDM5B demethylase, FDH-coupled NADH fluorescence (FDH is formaldehyde dehydrogenase); Potency, µM (titrated, usually from 57.7 µM), without a hit: at the highest dose activity change, negative = inhibition, actives largely listed as inhibitors; hit rate 2.6% among 220,000; active means well fitted inhibition curve with a large enough effect; inconclusive means small, poorly fitted or top-dose-only effect; inactive means no such curve, though single readings can be large or run the other way; further: 0% is about no effect; nearly all actives have a fitted effect of over 70% in size
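Here, H3K4me3 peptide (12.5 µM in substrate mix) is demethylated by KDM5BΔAP, 200 nM final, after 10 min compound exposure. Formaldehyde product is coupled through FDH (0.25 U/mL in mix) to NADH fluorescence; 30-min ΔRFU feeds dose-response curves.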
* = called active by the depositor; ? = inconclusive; [ ] = dose if it differs, or a comment. Potency means the concentration at half of the fitted maximal effect. Some of the compounds tested (hit frequency here may not be typical).

structure	KDM5B inh
COCCNC(=O)[C@H]1CN2CCC1C[C@@H]2Cn1cc(-c2cccc(N)c2)nn1 (some centres not stated)	?
Cn1cc(C(=O)OCC(=O)Nc2c(F)cccc2F)c2ccccc21	15%
COCCOCC(=O)N1CCC2(CC1)c1nccn1-c1ccccc1CN2CC(C)C	35%
O=C(Nc1ccc2n(c1=O)C[C@H]1C[C@@H]2CN(C(=O)NC2CCCCC2)C1)c1ccccn1	-26%
CC(C)(C)c1ccc(-c2cn(C[C@H]3CC4CCN3C[C@@H]4C(=O)Nc3ccccc3)nn2)cc1 (some centres not stated)	-14%
CN1CCN(c2csc3ccc(F)cc3c2=O)CC1	?
CC[C@H]1CN2CC[C@H]1C[C@@H]2COC(=O)Nc1ccccc1	-5%[115 µM]
CCC(CC)c1cc([C@H]2CN3CC[C@H]2C[C@@H]3CNC(=O)c2cccs2)nc(-c2ccncc2)n1	?
CC(C)N1C[C@@H]2OCC(=O)N(CC3CC3)[C@@H]2C1	-7%[115 µM]
O=C1/C(=C\c2ccc(Br)cc2)N2CCC1CC2	-2%
Cc1cccc2c(CCN)c[nH]c12	-9%
Cc1cccc(CN2C(=O)CN=C(c3ccccc3Cl)c3cc(Cl)ccc32)c1	?

Some of the entries so far, with each value named.
> CC[C@H]1CN2CC[C@H]1C[C@@H]2COC(=O)Nc1ccccc1
  KDM5B inh: -5%[115 µM]

> CCC(CC)c1cc([C@H]2CN3CC[C@H]2C[C@@H]3CNC(=O)c2cccs2)nc(-c2ccncc2)n1
  KDM5B inh: ?

> Cc1cccc2c(CCN)c[nH]c12
  KDM5B inh: -9%

> CC(C)(C)c1ccc(-c2cn(C[C@H]3CC4CCN3C[C@@H]4C(=O)Nc3ccccc3)nn2)cc1 (some centres not stated)
  KDM5B inh: -14%

In the list so far, two have sulfur:
structure	KDM5B inh
CN1CCN(c2csc3ccc(F)cc3c2=O)CC1	?
CCC(CC)c1cc([C@H]2CN3CC[C@H]2C[C@@H]3CNC(=O)c2cccs2)nc(-c2ccncc2)n1	?

Going on with the list:
structure	KDM5B inh
COc1cccc(Nc2cc3c(cn2)CN(C)CCN3)c1	?
CC(C)N1CC2CCC(C1)N2Cc1ccccc1	39%[activator][149 µM]
CC(C)(C)C(=O)N1CC[C@@H](CC(=O)O)[C@@H](CCN2C[C@@H]3C[C@H](C2)c2cccc(=O)n2C3)C1	-22%
COc1ccc2c(c1)C1(CCN(C(=O)NCCC(C)C)C1)C(=O)N2 (configuration not stated)	10%
COc1cc2c(cc1OCc1ccncc1)NC(=O)C21CCN(c2ncccn2)CC1	-27%[86.2 µM]
Cc1[nH]nc2c1C(c1ccc3c(c1)OCO3)SCC(=O)N2 (configuration not stated)	6%
COc1cc2c(cc1OCc1ccccc1)NC(=O)C21CCN(Cc2ccccn2)CC1	-2%[86.2 µM]
CCC(C)n1c(O)c(C=NCCN2CCOCC2)c(=O)[nH]c1=S (configuration not stated)	-1%
Nc1nc(CN2CCN(C(=O)COc3ccc(F)cc3)CC2)nc2ccccc12	1%
O=C(O)C1=NOC2CN(CC3CC3)CC12 (configuration not stated)	-16%[230 µM]
Cc1sc2c(c1C)C(c1ccc(F)cc1)=NCC(=O)N2CC(=O)Nc1ccc(F)cc1F	9%
C#C[C@H]1CN2CC[C@H]1C[C@@H]2CNS(=O)(=O)CCC	-24%[115 µM]
c1ccc2c(CNC34CC5CC(CC(C5)C3)C4)c[nH]c2c1	2%
O=C(O)C1C2CC3CC(C2)CC1(n1ncc(N2CCC4(CC2)OCCO4)c(Cl)c1=O)C3 (configuration not stated)	20%
CC(=O)c1ccc(NC(=O)NC[C@H]2C[C@@H]3CCN2C[C@@H]3CN(C)Cc2ccccc2)cc1	?
CC[C@H]1CN2CC[C@H]1C[C@@H]2CNC(=O)Nc1ccc(C(C)(C)C)cc1	-12%[86.2 µM]
Cc1cc(CN2CCC3CC(=O)NCCC3C2)cc(C)n1 (configuration not stated)	?
CCN(CC)C(=O)Cn1cc(C=C2C(=O)N(C)C(=O)N(C)C2=O)c2ccccc21	-4%
CC(C)(C)c1cn(C[C@H]2CC3CCN2C[C@@H]3C(=O)NCc2ccc3c(c2)OCO3)nn1 (some centres not stated)	10%[86.2 µM]
COc1ccc(CC(=O)N2C[C@@H]3CC[C@H](C2)N(CC2CCC2)C3)c(OC)c1	-15%
c1ccc(CN2CCOC[C@H]3CCNC[C@H]32)cc1	100%[activator]
O=C(O)C1=NOC2CN(Cc3cccc(Br)n3)CC12 (configuration not stated)	?
CN(C)c1ccc(C2CC2N)cc1 (configuration not stated)	-33%
O=S(=O)(Cc1ccc(F)cc1)C(c1ccc(F)cc1)c1ccc(F)cc1	-4%
O=C1CSC(c2ccc(F)c(Br)c2)c2cn[nH]c2N1 (configuration not stated)	1%
O=C1CC2CCN(Cc3cccc(Br)n3)CC2CCN1 (configuration not stated)	-28%[115 µM]
Cc1cc(C)cc(OCC(=O)Nc2ccc(Cl)cc2C(=O)c2ccccc2)c1	-3%
O=C(NCc1ccco1)[C@H]1CN2CCC1C[C@@H]2Cn1cc(CO)nn1 (some centres not stated)	189%[activator][86.2 µM]
O=S(=O)(c1ccc(F)cc1)N1CCCC1c1cccnc1 (configuration not stated)	7%
CC(=NCc1ccco1)c1c(O)n(-c2ccccc2C)c(=O)[nH]c1=O	-1%
COc1ccc(NC(=O)CCc2nc(C3=CCN(Cc4cccc(Cl)c4)CC3)no2)c(OC)c1	-35%
Cc1cccc(-n2nnnc2C2(N)CCCCC2)c1	-10%
C=C[C@H]1CN2CC[C@H]1C[C@@H]2CNS(=O)(=O)c1ccc2ccccc2c1	15%[86.2 µM]
C#CCN(C)C[C@H]1CN2CC[C@H]1C[C@@H]2CNC(=O)c1ccc(C(F)(F)F)cc1	10%[86.2 µM]
CC/C(=N\NC(=S)Nc1ccccc1)c1c(O)[nH]c(=O)[nH]c1=O	?
O=C(Cc1ccc2c(c1)OCO2)N1CCN(Cc2ccccc2)CC(O)C1 (configuration not stated)	?
O=C1NC2(CCN(Cc3cccnc3)C2)OCc2ccccc21 (configuration not stated)	-15%[86.2 µM]
N#CCCNc1ccccc1	13%
N#C/C(=C\c1ccccc1)C(=O)Nc1ccc(Cl)cc1C(=O)c1ccccc1	?
C=CCNC(=O)CSC(c1ccccc1)c1ccc(Cl)cc1 (configuration not stated)	-2%
COc1ccc([C@@H]2CN(C(=O)c3sccc3C)[C@@H]3C4CCN(CC4)[C@@H]32)cc1	-25%
COc1ccc(S(=O)(=O)N2C[C@@H]3C[C@H](C2)c2c(-c4ccccc4F)ccc(=O)n2C3)cc1	-6%
O=C(NC1CCCCC1)[C@H]1CN2CC[C@H]1C[C@@H]2Cn1cc(-c2ccccc2)nn1	26%[86.2 µM]
Cc1nc(-c2cccs2)cc([C@H]2CN3CC[C@H]2C[C@@H]3CNC(=O)C2CC2)n1	?
O=C(NCc1ccc(F)cc1)[C@H]1CN2CC[C@H]1C[C@@H]2Cn1cc(-c2ccccc2)nn1	6%[86.2 µM]
CC(C)N1C(=O)OCC12CCN(Cc1cccnc1)C2 (configuration not stated)	-6%[115 µM]
CC(C(=O)c1ccc(Cl)cc1Cl)n1cncn1 (configuration not stated)	?
CN1CCNc2cc(Nc3ccncc3)ncc2C1	?

Additional structures follow:
mol | KDM5B inh
Cc1nc(N)nc(N2CC[C@@H]3CC[C@H](C2)N3C)c1CCC(=O)O | -3%
COc1cc2c(cc1OCc1ccccc1)N(C(=O)C1CCC(C)CC1)CC21CCN(C)CC1 (configuration not stated) | -14%
COc1ccc(CN2C[C@@H]3C[C@H]2C(=O)Nc2ccccc2O3)cn1 | -21%[86.2 µM]
Cn1c(=O)c2c(nc(N/N=C/c3c(O)n(C4CCCCC4)c(=S)[nH]c3=O)n2C)n(C)c1=O | ?
CC1OC(OC2CCC3(C=O)[C@H]4CCC5(C)C(C6=CC(=O)OC6)CCC5(O)[C@@H]4CCC3(O)C2)CC(O)C1O (some centres not stated) | 20%
Cc1nc(CCN)no1 | 18%
Cc1ccc(C)c(NC(=O)c2cn(Cc3ccccc3)nn2)c1 | 0%
Cn1cc(CN2CCN3C(=O)N(c4ccccn4)C[C@H]3C2)cn1 | ?
CC(C)Cn1cc(C(=O)NCC2CCCN2C)c2ccccc21 (configuration not stated) | -10%
CN(C)CC(=O)Nc1ccc2n(c1=O)C[C@H]1C[C@@H]2CN(C(=O)c2ccc(F)cc2)C1 | -16%[86.2 µM]
O=C(c1cccc(Cl)c1)N1CCC(C(=O)O)(c2ccccc2)CC1 | 2%[149 µM]
COc1cccc(C(=O)N2CCC3(CC2)c2nccn2-c2ccccc2CN3C)c1OC | 7%
COc1ccc(CC(=O)N2CCC3(CC2)c2nccn2-c2ccccc2CN3C)cc1 | 31%
COc1ccc2c(c1)C1(CCN(C(=O)CCc3ccccc3)C1)C(=O)N2C (configuration not stated) | 24%
CC(C)N1CCC2(CC1)CNCc1ccccc1O2 | -18%
Cc1cccc(NC(=O)Cn2cc(C(=O)c3ccccc3)c3ccccc32)c1 | -20%
CN(C)CCN=Cc1c(O)n(Cc2ccc3c(c2)OCO3)c(=S)[nH]c1=O | -3%
Cc1oc(-c2ccc(Cl)cc2)nc1CN1C(=O)CN=C(c2ccccc2)c2ccccc21 | 11%
Cc1ccc(NC(=O)CN2CCN(C(=O)Cc3c[nH]c4ccccc34)CC2)cc1 | -7%
COc1ccc(NC(=O)c2cn(CCC#N)nc2-c2cccc([N+](=O)[O-])c2)cc1 | 28%
O=C1CO[C@H]2CN(Cc3cccnc3)C[C@H]2N1c1ccccc1 | -26%[86.2 µM]
CNC(C)c1ccc(Cl)cc1 (configuration not stated) | -21%[230 µM]
COc1cc2c(cc1OCC1CC1)NC(=O)C21CCN(Cc2cccc(O)c2)CC1 | -13%[86.2 µM]
O=C(COc1ccc(F)cc1)N1CCN2CCS(=O)(=O)N(C3CC3)C(=O)C2C1 (configuration not stated) | -13%
COc1ccc(-c2cn(C[C@H]3CC4CCN3C[C@@H]4C(=O)NCc3ccc(F)cc3)nn2)cc1 (some centres not stated) | 33%[activator]
CNCC(=O)N1CC(COC)C2(CCNCC2)C1 (configuration not stated) | ?
Cn1nc(C2CCCCC2)cc1[C@H]1CN2CC[C@H]1C[C@@H]2CNC(=O)COc1ccccc1 | -1%
COc1ccc(C(CN)N2CCCC2)cc1 (configuration not stated) | 15%[230 µM]
N#Cc1cccc(NC(=O)NC[C@H]2C[C@@H]3CCN2C[C@@H]3CN2CCN(c3ccc(F)cc3)CC2)c1 | -22%
CN(C)CC(=O)Nc1ccc2n(c1=O)C[C@H]1C[C@@H]2CN(S(=O)(=O)c2ccccc2)C1 | ?
COc1ccc(-c2cc3c(cn2)CN(C)CCN3)cn1 | ?
COCCN1CCC(N2CCN(C(=O)Cc3c(F)cccc3Cl)CC2)C1=O (configuration not stated) | -7%
COc1cc(CNC2CN3CCC2CC3)ccc1OCc1c(F)cccc1Cl (configuration not stated) | 9%
CC(Cl)C(=O)NC(C)(C)C (configuration not stated) | 25%
O[C@H]1[C@H](NC2CCOCC2)[C@@H](C2CCCCC2)C[C@H]1O | 3%[115 µM]
COc1ccc(CNCCc2ccccc2)cc1 | 15%
COc1ccc(C(C#N)C(C)=O)cc1OC (configuration not stated) | 14%
COc1ccc(CCNCc2ccc(C)s2)cc1 | 22%
O=C1Nc2ccccc2CC12CCN(Cc1cccnc1)C2 (configuration not stated) | 37%[activator][86.2 µM]
O=C(CNC12CC3CC(CC(C3)C1)C2)c1ccc(Cl)cc1 | 2%
CC(=O)O[C@]1(C)C(=O)OC/C2=C/CN(C)CCC(OC(=O)[C@@](O)(C(C)O)C[C@H]1C)C2=O (some centres not stated) | 4%
O=C1NCCCCCCN(Cc2ccncc2)[C@@H]2CN(C(=O)COc3ccc(F)cc3)CC[C@@H]12 | ?
CC(=O)NC[C@H]1C[C@@H]2CCN1C[C@@H]2c1cc(-c2cccs2)nn1C | -18%[86.2 µM]
O=C(c1ccc(F)cc1)N1C[C@@H]2C[C@H](C1)c1c(C3CCCCC3)ccc(=O)n1C2 | -7%[86.2 µM]
COP(=O)(OC)Oc1ccc(C(O)C(Cl)(Cl)Cl)cc1 (configuration not stated) | 4%
COc1cc2c(cc1Oc1cccc(N(C)C)c1)NC(=O)C21CCN(C(=O)C2CCC2)CC1 | -32%
Cc1cc(OC(=O)N(C)C)nc2c1c(C)nn2C | ?
COc1ccc(-c2coc3cc(OCC(=O)N4CCN(C)CC4)ccc3c2=O)cc1 | 0%
CCCS(=O)(=O)N1C[C@@H]2C[C@H](C1)c1c(-c3ccc(Cl)cc3)ccc(=O)n1C2 | ?
COc1ccc(-c2cccc3c2CCNC3)cc1OC | -3%
O=C(N1CCC2(CC1)NCc1ccccc1-n1ccnc12)C1(c2ccccc2)CC1 | 5%
CCNCCNc1ccc([N+](=O)[O-])c2cccnc12 | ?
COc1ccc(-c2cc([C@H]3CN4CC[C@H]3C[C@@H]4CNC(=O)CSCC(=O)O)nc(C)n2)cc1OC | 32µM*
CCc1cccc(NC(=O)CN2C(=O)CN=C(c3ccccc3F)c3cc(Cl)ccc32)c1 | ?

By substructure: the entries above containing a nitro group on carbon.
mol | KDM5B inh
COc1ccc(NC(=O)c2cn(CCC#N)nc2-c2cccc([N+](=O)[O-])c2)cc1 | 28%
CCNCCNc1ccc([N+](=O)[O-])c2cccnc12 | ?

Assay outcomes: PubChem BioAssay, National Center for Advancing Translational Sciences (NCATS)
